Compound activity from PubChem.
NPY Y2 blocker – NPY-Y2 (human) receptor antagonism; NPY-Y2 expressing cells, antagonist mode; 0.99% of 140,000 active; inhibition, % at 2.7 µM; P49146; in the data active = inhibition above about 17%;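 note: 0% = vehicle with agonist challenge and 100% = reference antagonist with challenge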
Target sequence (P49146 whole entry, looked up): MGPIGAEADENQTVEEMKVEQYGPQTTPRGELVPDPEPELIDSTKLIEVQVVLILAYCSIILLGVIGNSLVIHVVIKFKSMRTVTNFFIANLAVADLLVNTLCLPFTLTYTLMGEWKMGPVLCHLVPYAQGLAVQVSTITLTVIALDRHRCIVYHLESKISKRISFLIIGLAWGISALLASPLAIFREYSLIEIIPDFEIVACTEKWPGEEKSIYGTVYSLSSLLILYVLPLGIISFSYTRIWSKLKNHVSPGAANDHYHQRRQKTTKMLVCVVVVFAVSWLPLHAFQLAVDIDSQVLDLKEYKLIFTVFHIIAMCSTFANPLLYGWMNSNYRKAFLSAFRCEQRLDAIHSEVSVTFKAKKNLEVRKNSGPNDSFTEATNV
E-sel TNF inh – blocks E-selectin expression induced by TNF alpha. inhibition, % at 2 µM. HUVEC TNFa-induced E-selectin immunofluorescence, high content. 0.71% of 120,000 active;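 active = inhibition above the batch mean plus 3 SD, and confirmed as a hit on visual image review, cut at about 43% in these data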;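 note: 0% = TNF-stimulated DMSO wells and 100% = unstimulated control wells; not every result past the cut was called active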
HCT116 bCat-KO – beta-catenin-lacking colon tumor cell growth suppression; HCT116 beta-catenin knockout viability, CellTiter-Glo, 60 h; active compounds read low; viability, % at 10 µM; 1.5% of 140,000 active;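 active = viability at or under a set limit, the compound median less 4 SD, cut at about 6% in these data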;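 note: 0% = Hyamine 1622 control at 20 µM and 100% = untreated cell control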
Measles CPE – protection of cells from measles virus; Measles virus-infected cells, CPE protection, absorbance; 1.5% of 140,000 active; protection (pct of control), % at 4 µM; in the data active = protection mostly above about 24%, no sharp cut-off; inactive = mostly below about 26%; note: some compounds called inactive have numbers as strong as hits
Phagocytosis inh – inhibitors of macrophage phagocytosis; J774A.1 macrophage IgG-bead phagocytosis, imaging; inhibition, % at 5 µM; 0.07% of 110,000 active;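 active = inhibition above the mean of the plate negative controls plus 5 SD, cut at about 13% in these data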;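 note: phagocytic index as fraction of beads internalized from green versus red external bead signal; plate controls were DMSO negative control for no effect and cytochalasin-D positive control for full effect; some results beyond the cut were filed as inactive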
Yeast lifespan up – extends the lifespan of yeast; inhibition of the nicotinamide effect, % at 10 µM; 0.68% of 130,000 active; S. cerevisiae growth with nicotinamide, OD615; deaD strain in restrictive glucose medium;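 active = inhibition above a set limit, placed 3 SD over the median of all compounds, cut at about 26% in these data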;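 note: 0% = nicotinamide-treated wells and 100% = cells grown without nicotinamide; some compounds called inactive have numbers as strong as hits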
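System: Modified budding yeast, DeaD strain | Buffer or medium: Restrictive glucose medium | Also added: 1.5 mM nicotinamide | Doses: 10 µM single point, 0.25% DMSO | Schedule: 48 h compound exposure at 30 °C, humidified | Detection: Absorbance at 615 nm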
PTEN del growth – suppresses growth of cells with PTEN deletion | AID 827 | HCT116 PTEN-null viability, CellTiter-Glo, 60 h; active compounds read low | viability, % at 10 µM | 1.2% of 140,000 active;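 active = viability at or below a set limit, 4 SD under the median of all tested compounds, cut at about 3.7% in these data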;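 note: PTEN knockout HCT116 line with beta catenin targeted HCT116 as companion control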
MRP1 act – MRP-1 activation; H69AR cells + doxorubicin, viability rescue, CellTiter-Glo; viability increase, % at 10 µM; 0.61% of 140,000 active;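 active = viability gain under doxorubicin at or above a set limit, the compound median plus 3 SD, cut at about 4.7% in these data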;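 note: MRP-1 overexpressing cells given doxorubicin 25 µM after compound pretreatment; 18-22 h compound pretreatment then 72 h with doxorubicin before readout; 0% = doxorubicin-only wells and 100% = vehicle-treated cells without doxorubicin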
GALR2 blocker – GALR2 (human) receptor antagonism; O43603; GALR2-expressing cells, antagonist mode; inhibition, % at 4 µM; 0.39% of 140,000 active; in the data active = inhibition above about 27%;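 note: cells stimulated with galanin 1-16 at roughly its EC80; 0% = agonist challenge control and 100% = basal control without agonist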
Target sequence (O43603 whole entry, looked up): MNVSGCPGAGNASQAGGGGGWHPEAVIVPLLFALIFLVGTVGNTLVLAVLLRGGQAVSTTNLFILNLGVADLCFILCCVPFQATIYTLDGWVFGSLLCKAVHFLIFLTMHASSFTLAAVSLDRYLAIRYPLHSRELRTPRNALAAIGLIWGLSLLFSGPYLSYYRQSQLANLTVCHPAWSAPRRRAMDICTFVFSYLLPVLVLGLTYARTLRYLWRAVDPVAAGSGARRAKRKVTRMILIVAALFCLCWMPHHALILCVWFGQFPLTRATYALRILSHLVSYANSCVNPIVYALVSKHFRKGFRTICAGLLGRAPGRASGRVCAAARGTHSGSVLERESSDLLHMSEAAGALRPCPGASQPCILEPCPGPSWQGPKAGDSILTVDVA
BB579 growth dn – reduces growth of yeast BB579 in restrictive medium. S. cerevisiae BB579 growth, OD615, 48 h. 0.51% of 140,000 active. inhibition, % at 10 µM;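 active = inhibition above a set limit, 3 SD over the mean compound inhibition, cut at about 44% in these data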; note: inactives centre near -24
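Test system: Saccharomyces cerevisiae DeaD strain BB579, replicative lifespan model yeast | Buffer or medium: Restrictive CSMM-D medium | Doses: One dose, 10 µM compound with 0.25% DMSO | Incubation: 48 h exposure, 30 °C | Detection: Culture absorbance at 615 nm | Control set: Amphotericin B at 10 µg/mL as positive control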
Numbers without * were called inactive; · = not tested or not shown.

SMILES	NPY Y2 blocker	E-sel TNF inh	HCT116 bCat-KO	Measles CPE	Phagocytosis inh	Yeast lifespan up	PTEN del growth	MRP1 act	GALR2 blocker	BB579 growth dn
COc1ccccc1OCCOC(=O)Nc1ccccc1	2	·	89	32	-7	-6	94	3.2	0	-14
COc1ccc2cc(C(=O)NCCO)sc(=O)c2c1OC	-1	-25	93	4	·	·	112	0.0	3	12
O=c1[nH]cnc2cc(Cl)ccc12	-1	·	92	2	-1	-10	98	-1.4	8	-18
Cc1cnc(-c2nnc(N(C)C(=O)C3CCOC3)s2)cn1 (centres undefined)	4	3	98	24	-1	-7	100	0.6	-13	-41
CCCOc1ccc(C(=O)NCC(c2ccco2)N(C)C)cc1 (centres undefined)	2	·	84	5	-8	1	94	-1.3	1	-3
CC(C)C(C)NC(=O)COc1ccc(-c2ccccc2)cc1 (centres undefined)	4	6	82	18	0	-7	96	1.3	-16	-81
Cc1ccc(NC(=O)CCN2CCN(C/C=C/c3ccccc3)CC2)cc1	3	8	86	6	0	-6	78	-0.3	9	-5
O=C(NC(C(=O)c1ccccc1)N1CCCCC1)c1ccccc1 (centres undefined)	6	11	101	5	-3	1	85	-1.2	-2	-10
Clc1ccccc1-c1nc2ccccc2c2nc3ccccc3n12	18*	·	85	11	·	-1	77	0.4	-1	-35
Cc1ccc(NC(=O)CSc2ccc3nnc(CCNC(=O)c4ccccc4)n3n2)c(C)c1	1	10	99	9	-12	0	93	-1.1	2	-14
Cn1c(-c2ccc3c(c2)OCO3)cnc1NCc1ccccc1	10	-11	75	9	·	-7	79	-3.8	-12	-41
Fc1ccc2nc(Nc3nc4cc5c(cc4s3)OCO5)sc2c1	0	·	73	31	-4	-1	62	-4.9	-8	-8
Cc1cc(C)nc(NC2=NCC(=O)N2c2ccc(F)c(Cl)c2)n1	-1	-28	111	5	0	-6	98	0.4	17	-20
O=C(/C=C/c1c(Cl)cccc1Cl)N1CCN(c2ncccn2)CC1	10	-25	82	2	1	-10	93	-1.0	3	16
O=C1CCCCC1Sc1nnc(Cc2cccs2)n1CCc1ccccc1 (centres undefined)	4	17	84	17	-1	-4	83	-4.2	11	-28
COc1ccc(S(=O)(=O)N(CCCN2CCOCC2)Cc2cccc(OC)c2OC)cc1	2	2	93	4	-1	1	94	-1.7	-4	-5
Nc1ccccc1Sc1ccccc1[N+](=O)[O-]	-2	·	91	15	-4	14	91	-0.6	10	-5
CN1C(=O)C(O)(C2COC(C)(C)CC2=O)c2cc(Br)ccc21 (centres undefined)	3	-37	47	10	-3	-5	58	-4.1	4	14
O=C(N/N=C/c1cn(-c2ccccc2)nc1-c1ccccc1)c1ccco1	0	·	101	6	0	-7	101	0.3	-10	-24
CCCCCOC(=O)Cc1c(O)c2ccccc2[nH]c1=O	0	0	89	4	-3	-8	100	-1.8	17	-35
O=C(c1ccccc1)c1cnc(Nc2ccccc2Cl)s1	2	-26	83	1	·	-14	85	3.6	5	-19
COC(=O)c1cc(C)sc1NC(=O)C1C2C=CC(CC2)C1C(=O)O (centres undefined)	3	23	88	22	4	11	97	0.1	-3	-32
CCn1c(=O)cc(OCC(=O)Nc2cccc(C)n2)c2ccccc21	1	·	94	4	-1	-4	105	-1.6	6	-27
CN1CCN(CC(=O)N(Cc2c(C#N)c3ccccc3n2C)c2ccccc2)CC1	2	-6	93	9	1	-6	93	-1.5	-4	-21
CCC(=O)N(Cc1ccco1)c1nc(-c2cc(OC)ccc2OC)cs1	11	-9	85	18	·	-3	83	-0.6	1	-34
SMILES	NPY Y2 blocker	E-sel TNF inh	HCT116 bCat-KO	Measles CPE	Phagocytosis inh	Yeast lifespan up	PTEN del growth	MRP1 act	GALR2 blocker	BB579 growth dn
CC(c1ccccc1)N1CCn2c(nc3cc(NC(=O)c4cccs4)ccc32)C1 (centres undefined)	3	22	77	2	2	55*	65	-4.6	3	-40
CN1C(=S)SC(N(O)C(=O)Nc2ccccc2)C1(C)C (centres undefined)	0	-7	106	16	0	1	113	0.4	14	-1
Cc1oc(C(=O)O)cc1CSc1nnc(-c2ccccc2)n1C	0	-18	101	14	0	2	98	-1.8	4	8
Cc1ccc(-n2c(=O)[nH]c3c(C(N)=O)nc(CC(C)C)nc32)cc1	3	-9	81	18	·	-10	93	-2.1	-9	-71
COc1ccc(Cl)cc1NC(=O)C(C)N(C)Cc1ccc(C(F)(F)F)cc1 (centres undefined)	11	-4	26	6	-4	-3	34	-2.8	4	-36
CC1CN(c2cc(=O)n(-c3cccc(Br)c3)c(=O)[nH]2)CC(C)O1 (centres undefined)	·	·	100	2	-1	-6	104	-0.1	·	-37
N#Cc1nc(-c2ccc(OCc3ccc(Cl)cc3)cc2)oc1N1CCOCC1	0	·	100	13	1	-4	96	-1.8	-1	-47
CCOC(=O)C1=C(C)N(CCCC(=O)NCc2ccc3c(c2)OCO3)C(=O)NC1c1ccc(Br)cc1 (centres undefined)	2	-19	92	19	·	3	88	0.2	-4	-12
CSc1cccc(NC(=O)C2CCCN2S(=O)(=O)c2ccc(Br)s2)c1 (centres undefined)	0	-15	91	9	-1	-9	88	-0.6	-2	-10
CCCNC(=O)c1ccc2nc(-c3ccccc3)c(-c3ccccc3)nc2c1	6	-14	100	4	-1	-13	94	0.1	-4	-45
COc1ccc(/C=C/C(=O)O)cc1COc1ccccc1C	4	·	96	10	-4	-4	94	1.1	-9	-15
Cc1nc2cc(NC(=O)N3c4ccccc4CC3C)ccc2n1C (centres undefined)	-1	-5	90	37	0	-11	91	-3.8	2	0
COc1ccc(-c2cc(C(=O)N/N=C/c3ccc4c(c3)OCO4)c3ccccc3n2)c(OC)c1	5	-25	68	8	-3	-11	59	-2.2	-1	-46
Cc1cc(NC(=O)Cn2cnc3sc(C)c(-c4ccccc4)c3c2=O)no1	5	23	92	30	·	·	92	-5.0	-10	-40
CCOC(=O)Nc1sc(NS(=O)(=O)c2ccc(C)cc2)nc1C	1	8	103	28	-1	-3	105	-0.1	-5	-65
CCOc1ccc(N2C(=O)CC(NCCc3ccc(S(N)(=O)=O)cc3)C2=O)cc1 (centres undefined)	0	-8	94	9	0	-1	99	-0.1	-11	-19
CCNC(=O)/C(=C/c1ccco1)NC(=O)/C=C/c1ccccc1	6	8	90	1	-1	-19	96	-3.5	6	-22
CC(CCc1ccccc1)NC(=O)C1CCCN(C(=O)c2cc3sccc3n2C)C1 (centres undefined)	2	·	74	22	0	-4	80	-0.2	-5	-13
C#CCOc1c(Cl)cc(/C=N/NC(N)=S)cc1OCC	2	·	90	12	-1	0	86	-2.1	-7	-16
O=C(O)c1cccn1Cc1ccccc1F	0	1	95	44*	-4	6	86	-3.6	1	-1
Cc1ccnc(SCC(=O)Nc2oc(-c3ccccc3)c(-c3ccccc3)c2C#N)n1	7	1	99	16	0	-5	98	1.2	6	-90
COc1cccc(C=Nc2ccccc2C(=O)Nc2ccccc2)c1O	1	3	94	21	-1	0	89	-1.5	5	-16
CC(=O)c1ccc(-n2nnnc2SCC(=O)Nc2sc(C)c(C)c2C#N)cc1	6	·	90	12	-8	-7	94	-0.1	-5	-24
COc1ccc(Cc2nnc(SCC(=O)NC3CCCCC3)n2C)cc1	6	-34	110	8	0	-8	108	-0.1	-2	-38
CCCS(=O)(=O)N1CCN(C(=O)c2cc(OC)cc(OC)c2)CC1	2	·	104	5	0	-9	108	-0.1	-7	-28
SMILES	NPY Y2 blocker	E-sel TNF inh	HCT116 bCat-KO	Measles CPE	Phagocytosis inh	Yeast lifespan up	PTEN del growth	MRP1 act	GALR2 blocker	BB579 growth dn
COc1ccc(Cl)cc1NC(=O)C(=O)N/N=C/c1cc(C)n(-c2ccc(C)cc2)c1C	2	-12	92	13	·	5	98	0.2	18	-64
COc1cccc(-n2c(SCC(=O)c3c[nH]c4ccccc34)nc3ccccc3c2=O)c1	5	·	73	8	-6	1	63	-1.9	12	-56
Cc1cccc(N=C2NC(=O)/C(=C3/C(=O)N(C)c4ccccc43)S2)c1C	-4	-24	79	17	-1	-8	82	-5.1	4	-61
COc1ccc(CN2CN=C(Nc3nc4ccccc4s3)NC2)cc1	3	-19	92	7	-2	-2	88	-1.6	-1	-1
O=C(Nc1ccccc1)OCc1cc(-c2ccccc2Cl)on1	22*	10	91	2	·	-16	90	3.6	-5	-56
CC(=O)NC1CC2CCCC(C1)N2CC(=O)NCc1ccc(F)cc1 (centres undefined)	2	-6	90	4	-1	-10	92	-0.8	-22	-8
COc1ccc(N2CCCn3c2nc2c3c(=O)n(Cc3ccccc3F)c(=O)n2C)c(OC)c1	-1	-20	25	25	-1	-10	23	-1.7	0	-24
COc1cc(C)nc(N(C)S(=O)(=O)c2ccccc2Cl)n1	9	-17	85	21	1	-11	78	-2.9	15	-31
CC(C)(C)c1ccc(C(=O)OCCNC(=O)c2c(Cl)nc3ccccn23)cc1	5	22	77	11	-1	-18	80	-2.9	7	-62
O=C1OC(NC(=O)c2ccccc2)C(N2CCOCC2)=C1Cl (centres undefined)	3	·	100	18	-1	8	108	0.4	14	-32
COc1ccc(/C=C2\SC(=S)N(Cc3cccnc3)C2=O)cc1C	4	·	10	20	-14	-3	13	-2.1	2	-25
Cc1ccc(C)c(OCC(=O)Nc2nc3ccc([N+](=O)[O-])cc3s2)c1C	3	-66	88	7	·	-12	87	-1.8	4	-61
O=C(Oc1ccc(OC(=O)c2ccco2)c(S(=O)(=O)c2ccc(Cl)cc2)c1)c1ccco1	2	·	85	15	-5	3	88	-0.9	3	-6
Clc1ccccc1-c1nnc2sc(CCc3ccccc3)nn12	4	-17	94	48	0	-12	75	-4.8	-10	-13
OC1(c2cccc(C(F)(F)F)c2)CCNCC1	2	-12	89	26	1	-6	117	-1.0	-3	-40
COc1ccccc1NC(=S)NNC(=O)c1c(Cl)c(C)nn1C	6	-23	98	5	·	-15	92	-3.4	8	-43
CN(C)S(=O)(=O)c1cccc(-c2cn3cc(Cl)ccc3n2)c1	2	24	100	9	-1	-9	92	0.2	-3	-52
COC(=O)c1ccc(C(=O)OC)c(NC(=O)CN(C)Cc2ccc(Cl)c(Cl)c2)c1	8	22	69	9	-2	2	50	2.4	-10	-24
Cc1ccc(C(=O)NC(=S)NCCN2CCOCC2)cc1	3	3	101	18	-2	4	99	-2.7	1	5
CC1CCCC(C(=O)O)N1C(=O)CCS (centres undefined)	0	6	100	13	0	0	96	0.7	-2	14
CC1(C)CC(=O)C2=C(C1)N(c1ccc(F)cc1)C(=O)CC2c1ccsc1 (centres undefined)	4	-1	90	6	·	-2	91	-0.8	-22	19
CN(CCOC(=O)C1c2ccccc2Oc2ccccc21)C(C)(C)C	-1	15	108	11	·	0	100	-1.8	11	-29
CC(C)=CCCC1=CCC2C(=O)NNC(=O)C2C1 (centres undefined)	2	-17	89	5	·	·	91	-0.2	-8	-11

Results in HCT116 bCat-KO, for some of the entries so far:
| SMILES | HCT116 bCat-KO |
| --- | --- |
| CC(C)=CCCC1=CCC2C(=O)NNC(=O)C2C1 (centres undefined) | 89 |
| COc1ccc(/C=C2\SC(=S)N(Cc3cccnc3)C2=O)cc1C | 10 |
| CC(=O)NC1CC2CCCC(C1)N2CC(=O)NCc1ccc(F)cc1 (centres undefined) | 90 |
